# CAL PDZ FP-1: inhibitors of human CAL PDZ peptide binding | Q9HD26 | purified CAL PDZ, TMR-peptide fluorescence polarization, 1 h | inhibition, % at 20 µM | 330,000 compounds, 0.02% hits | AID 504414;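 active = highest replicate inhibition of at least 40%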;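 also: plate controls were DMSO neutral control wells for no effect and unlabeled competitor peptide control wells for full effect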
#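 System: purified tagged CAL PDZ domain construct (CerCALP). Schedule: 1 h incubation at room temperature before polarization reading. Medium: 25 mM sodium phosphate pH 7.4, 150 mM NaCl, TCEP, IgG, Thesit. Read-out: percent inhibition from loss of millipolarization. Measured by: FP readout, S and P plane fluorescence. Probe or stimulus: fluorescent TMR peptide probe.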
# Tat transport: inhibitors of E. coli Tat protein transport. E. coli MC4100 TorA-mCherry Tat export, fluorescence. inhibition, % at 10 µM. 340,000 compounds, 0.036% hits. AID 488895;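 active = mean replicate inhibition at least 50% and at least half of replicates individually reaching 50%; inconclusive = only one of the two criteria met; inactive = neither criterion met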;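 also: exported cargo escapes ClpAP degradation while cytoplasmic cargo is degraded and loses fluorescence; 0% = median of neutral control wells and 100% = median of NaSCN control wells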
# dFosB act: activators of mouse delta FosB homodimer; AID 493131; purified delta FosB, TAMRA-CDK5 oligo fluorescence polarization; percent of positive-control signal above neutral wells; P13346; activation, % at 25 µM; 340,000 compounds, 0.99% hits;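 active = mean activation above about 17%, with every replicate also reaching it, limit read from the data, passing the limit was not always enough; inconclusive = only one of the two conditions met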;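 also: fluorescence polarization rise as delta FosB binds a TAMRA Cdk5 AP-1 oligo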
# Target sequence (P13346 whole entry, looked up): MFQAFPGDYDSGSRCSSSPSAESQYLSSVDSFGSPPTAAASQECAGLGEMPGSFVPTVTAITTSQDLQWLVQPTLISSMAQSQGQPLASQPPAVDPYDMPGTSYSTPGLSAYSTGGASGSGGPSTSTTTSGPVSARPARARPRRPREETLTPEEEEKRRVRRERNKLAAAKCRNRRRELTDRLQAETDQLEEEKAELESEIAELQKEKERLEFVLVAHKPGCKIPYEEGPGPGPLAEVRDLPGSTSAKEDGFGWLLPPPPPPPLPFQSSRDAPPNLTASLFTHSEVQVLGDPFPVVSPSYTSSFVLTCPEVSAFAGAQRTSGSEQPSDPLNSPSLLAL
# V-ATPase pH: yeast V-ATPase proton transport regulation by pHLuorin; 350,000 compounds, 0.37% hits; response, % at 10 µM; AID 504577; S. cerevisiae, pHLuorin cytosolic pH fluorescence; in the data active = response mostly above about 7.3%, no sharp cut-off; inactive = mostly below about 5.4%; also: actives read high; inactives centre near 0; some compounds called inactive have numbers as strong as hits; reference of the scale not given here
# cardiac RTF act: increases calcium sensitivity of human cardiac regulated thin filaments; P19429+P45379; IANBD-labeled TnC RTF fluorescence at EC20 calcium; 0% EC20 calcium, 100% full calcium; activation, % at 7.2 µM; 340,000 compounds, 0.24% hits; AID 493008;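 active = activation above the mean over all tested compounds plus 3 SD, cut at about 30% in these data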;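 also: rise in fluorescence read as greater calcium sensitivity of cardiac thin filaments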
# Wnt act: activators of Wnt/beta-catenin signaling | Wnt/beta-catenin reporter cell assay, activator, plate reader | 300,000 compounds, 1.2% hits | activation, % at 9.35 µM; in the data active = activation above about 30%, passing the limit was not always enough; inconclusive = no clear call, values can overlap the other calls;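 also: 0% = neutral control wells and 100% = positive control wells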
# Rtt109 HAT inh: C. albicans Rtt109 histone acetyltransferase inhibition; purified Rtt109/Vps75, ThioGlo CoA-SH fluorescence, 4 h; inhibition, % at 34.9 µM; 330,000 compounds, 0.16% hits;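 active = inhibition of at least 50% in every replicate; inconclusive = best replicate reaches 50% inhibition but some replicates fall short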
# Target sequence (Q5AAJ8 whole entry, looked up): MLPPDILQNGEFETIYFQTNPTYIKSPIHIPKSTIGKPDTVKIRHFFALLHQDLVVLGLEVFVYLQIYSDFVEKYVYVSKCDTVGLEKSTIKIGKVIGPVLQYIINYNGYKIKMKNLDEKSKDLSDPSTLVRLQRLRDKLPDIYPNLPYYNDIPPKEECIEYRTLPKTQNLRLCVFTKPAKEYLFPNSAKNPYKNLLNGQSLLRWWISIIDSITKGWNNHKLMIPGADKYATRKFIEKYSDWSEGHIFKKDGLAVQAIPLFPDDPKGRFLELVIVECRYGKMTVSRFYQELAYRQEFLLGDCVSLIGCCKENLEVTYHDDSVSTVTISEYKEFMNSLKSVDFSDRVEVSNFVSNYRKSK
# CAL PDZ FP-2: inhibitors of human CAL PDZ peptide binding; Q9HD26; purified CAL PDZ, TMR-peptide fluorescence polarization, 1 h; inhibition, % at 24.9 µM; 300,000 compounds, 0.92% hits; AID 602252;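 active = mean inhibition of at least 30% with at least half of replicates also reaching 30%; inconclusive = no clear call, values can overlap the other calls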;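 also: 0% = DMSO neutral control and 100% = excess unlabeled competitor peptide PRC23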
# CDK5 p35 inh: blocks human CDK5/p35 kinase activity | Recombinant CDK5/p35, ADP-Glo luminescence, 60 min | inhibition, % at 10 µM | 330,000 compounds, 0.01% hits;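 active = highest replicate inhibition of at least 50% and at least 75% of replicates reaching 50%; inconclusive = only one of the two criteria met; inactive = both criteria failed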;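 also: plate controls were DMSO neutral control for no effect and GW8510 at 10 µM for full effect; many of its hits are not listed in these tables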
# MITF TRPM1 HTS: MITF TRPM1 promoter activation in melanoma cells. AID 588334. 300,000 compounds, 0.75% hits. activation, % at 12.5 µM. SK-MEL-5 TRPM1-promoter luciferase, 24 h; % of positive control, neutral wells = 0;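 active = mean activation of at least 80% with every replicate also reaching 80%; inconclusive = mean reaches 80% but some replicate falls short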;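 also: 0% = neutral control wells and 100% = parthenolide positive control wells; values of inactives mirror those of a sister screen read the other way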
# The depositor's hits bear a star; ? = inconclusive; . = not tested or not shown.
CAL PDZ FP-1	Tat transport	dFosB act	V-ATPase pH	cardiac RTF act	Wnt act	Rtt109 HAT inh	CAL PDZ FP-2	CDK5 p35 inh	MITF TRPM1 HTS	Compound
-3.4	3.6	-1.8	0.7	-0.4	?	.	-3.0	1.1	36.6	COc1ccccc1CNC(=O)CSc1ccsc1[N+](=O)[O-]
0.5	-9.6	8.4	0.8	-2.8	-0.1	9.5	-2.3	0.0	5.7	CCOC(=O)c1c(C)c(C(=O)N2CCN(C(=O)c3ccco3)CC2)c(C)n1C
1.7	-0.9	-4.7	-0.1	2.0	-0.7	-10.1	.	-0.6	1.0	CCc1nn(CC(=O)NCCCN2CCN(CC)CC2)c(=O)c2cc3occc3n12
3.2	1.3	1.8	-0.1	15.3	-1.0	5.3	-5.4	1.4	7.1	CN1C=CC(=CC=C2C=CC(=O)C=C2)C=C1
0.5	-0.3	-2.2	-4.5	5.7	-2.2	-1.9	-1.6	-1.0	-11.2	COc1ccccc1-n1c(SCC(=O)N2CCCC2)nnc1-c1ccccc1
-0.6	1.1	-3.0	-2.0	-3.1	0.1	.	-2.4	-0.2	-11.1	CCC(C)NC(=O)C1CCN(S(=O)(=O)N2CCOCC2)CC1 (stereo unspecified)
-5.1	15.3	-3.1	3.9	1.6	-5.3	-0.1	-4.1	0.0	.	CCOc1cc(/C=N/NC(=O)CN2CCCCC2)ccc1OCc1ccccc1
-3.1	-3.5	-0.6	0.4	3.2	16.6	4.6	-3.7	1.3	12.4	CC(C)c1ccc(NC(=S)NNC(=O)C2CC2)cc1
-4.0	0.5	-25.7	6.4	-0.7	-1.2	-1.4	0.1	-0.9	-9.7	CCCOc1ccc(C(=O)OCC(=O)NCCc2ccc(OCC)c(OCC)c2)cc1OC
-1.1	-3.4	-2.9	5.3	1.9	-1.4	-6.4	-2.7	0.1	-2.4	COCCn1c(N)c(Sc2ccc([N+](=O)[O-])cc2)c(=O)[nH]c1=O
-0.9	-5.4	-1.3	0.2	-1.3	1.1	-2.8	0.9	-3.4	-0.5	O=C(CCC(=O)Nc1nnc(C2CCCCC2)s1)NCc1ccc(F)cc1
-1.5	1.7	-2.7	0.5	-1.4	-3.7	-5.0	0.6	1.4	2.2	O=C(CC1C(=O)NCCN1Cc1c(F)cccc1Cl)NCCCn1cccn1 (stereo unspecified)
-2.5	14.7	-5.8	-0.8	9.0	-17.9	2.6	-4.4	3.6	-27.4	COc1ccc(OC)c(-c2nnc3n2N=C(c2ccc(OC(F)F)c(OCC4CC4)c2)CS3)c1
-0.1	8.1	2.8	0.2	-2.4	0.4	7.0	-3.1	2.2	-13.4	O=C(NCc1ccc(OC(F)(F)F)cc1)C1CC(c2ccccc2[N+](=O)[O-])=NO1 (stereo unspecified)
-1.5	10.6	2.9	-3.8	-5.2	-2.6	-6.6	-0.1	0.2	-6.8	Cc1cnc(NC(=O)C(C)N2C(=O)C3CC=CCC3C2=O)s1 (stereo unspecified)

# Taken from above:
# In V-ATPase pH, CCCOc1ccc(C(=O)OCC(=O)NCCc2ccc(OCC)c(OCC)c2)cc1OC is listed with 6.4
# In CAL PDZ FP-2, Cc1cnc(NC(=O)C(C)N2C(=O)C3CC=CCC3C2=O)s1 (stereo unspecified) is listed with -0.1

# Following part.
CAL PDZ FP-1	Tat transport	dFosB act	V-ATPase pH	cardiac RTF act	Wnt act	Rtt109 HAT inh	CAL PDZ FP-2	CDK5 p35 inh	MITF TRPM1 HTS	Compound
-2.5	-1.9	-26.5	4.8	-3.0	0.2	9.4	-8.7	2.5	6.2	CN(C)S(=O)(=O)c1cccc(-c2nn(-c3ccccc3)cc2/C=C2\SC(=S)N(CC(=O)O)C2=O)c1
-0.6	0.6	0.6	-2.8	0.1	-3.3	2.5	.	-0.1	7.0	Cc1onc(-c2ccccc2Cl)c1C(=O)N1CCCCC1
-0.5	5.0	5.2	3.4	9.4	6.2	1.5	-4.0	-3.1	-3.7	CCCCC(=O)N=c1sc2cc([N+](=O)[O-])ccc2n1C
-4.1	8.0	-3.6	1.1	4.9	.	-13.2	-1.4	-3.5	-3.7	C#CCSc1nccc(-c2nn(-c3ccc(C)cc3)ccc2=O)n1
-2.9	-15.1	-8.1	2.1	6.0	-1.8	25.7	0.2	1.4	0.2	Cc1c(C(=O)c2ccc(Cl)c([N+](=O)[O-])c2)c2ccccn2c1CCC#N
-0.5	-9.2	3.0	-2.8	7.1	.	-10.3	-2.6	0.0	1.9	COc1cccc(C(C#N)N2CCOCC2)c1 (stereo unspecified)
-1.3	-7.1	-11.6	0.3	-2.9	.	-3.3	-0.9	-0.4	69.4	Cc1ccc2nc(-c3ccc(N4C(=NC(=O)CCC(=O)O)SC5CS(=O)(=O)CC54)cc3)sc2c1 (stereo unspecified)
-0.3	-19.4	-2.9	0.2	-2.0	.	4.2	-6.0	-1.0	10.7	CC1CC(=O)N(CC(=O)NCc2ccco2)c2ccccc2S1 (stereo unspecified)
-1.5	1.7	-3.6	3.0	-5.9	5.3	-1.2	-4.2	-1.6	7.3	CCc1cc(C(=O)NNC(=S)NC2CCCCC2)cs1
-2.9	-3.8	-7.6	0.3	-1.8	3.2	2.1	-0.8	2.0	-11.8	Cc1ccc(NC(=O)CNC(=O)N2CC(=O)Nc3ccccc32)cc1F
-0.8	-0.4	2.8	2.6	8.6	.	-12.5	53.9*	-0.5	.	CCCCc1c(O)nc(SCC(=O)N2CCCCC2)n(-c2ccccc2C)c1=O
0.0	12.4	-4.1	-2.5	2.0	0.2	0.7	6.6	-1.6	7.8	O=C(Nc1nnc(SCC(=O)N2CCCCC2)s1)c1c(F)cccc1F
-2.0	10.3	8.0	1.9	2.5	0.1	-12.2	-1.4	-0.5	3.5	CCC(C)C(NC(=O)C1CCC(C)CC1)C(=O)Nc1cc(OC)ccc1OC (stereo unspecified)
.	7.2	-1.8	-0.3	-1.7	.	-50.4	-5.6	1.8	-29.4	COc1cc2c(C#N)c(N3CCOCC3)nc(N)c2c(N)n1
-0.6	-0.1	-2.5	-0.5	-2.2	-4.1	-4.9	-4.0	-1.0	-9.7	Cc1ccc(CCNC(=O)C2CCC(CNc3c(N4CCCC4)c(=O)c3=O)CC2)cc1 (stereo unspecified)
-0.8	2.8	-9.4	1.7	12.2	2.9	-4.6	-1.1	-0.7	.	CCN(CC)c1ccc(NC(=O)c2c(OC)cccc2OC)c(C)c1
-1.0	6.6	9.3	1.4	-2.4	0.6	-3.3	0.0	1.1	-6.6	Cc1ccc(N2C(=O)CC(Sc3nc(-c4ccccc4)c4cc(Cl)ccc4n3)C2=O)c(C)c1 (stereo unspecified)
-3.3	3.2	-7.3	-3.7	2.8	1.2	-0.1	0.3	1.6	-3.7	CCC1Sc2ccc(S(=O)(=O)N3CCN(c4ccccc4)CC3)cc2NC1=O (stereo unspecified)
0.3	0.7	-6.5	-2.1	-1.6	-3.3	-2.4	2.4	-0.9	-2.5	Cc1ccc(S(=O)(=O)N2CCC(C(=O)OCc3c(C)noc3C)CC2)cc1C
-1.2	3.1	2.7	-0.7	9.2	-2.2	2.2	-0.1	1.0	18.1	CCn1cc(CNC(=O)c2ccc(C)s2)cn1
0.3	13.0	-3.2	-0.5	-2.7	-0.6	-5.5	-2.3	0.7	-18.0	CC1CC(C)CN(S(=O)(=O)c2cc3c(cc2Cl)NC(=O)CO3)C1 (stereo unspecified)
0.3	-1.5	-0.4	0.6	-4.6	.	-5.0	.	0.3	-1.4	CC1CCCN(C(=O)N2c3ccccc3Sc3ccccc32)C1 (stereo unspecified)
-0.2	3.8	-1.4	-0.3	-0.6	.	6.4	-4.8	-0.7	9.0	CC(=O)c1c(O)ccc2c(-c3ccccc3)cc(=O)oc12
-1.2	-3.2	-1.9	-1.1	1.5	.	0.6	.	-1.3	-9.7	COc1ccccc1NC(=O)CSc1nnc(-c2ccco2)n1Cc1ccco1
-0.7	-7.9	7.5	0.3	-6.0	-2.2	4.5	-4.4	1.9	-10.5	O=C(Cn1cc2c(n1)CCCC2)NCCCN1CCCC1
-1.6	?	-1.8	0.9	-0.2	1.9	2.2	.	0.9	-0.1	Cc1ccc(-c2nn(-c3ccccc3)cc2CC(=S)N2CCOCC2)cc1
-1.4	1.7	4.6	8.3	-0.5	-1.7	-7.9	-0.5	1.1	0.6	O=C(Nc1ccccc1N1CCOCC1)c1cccs1
-3.5	-0.7	-0.9	-3.1	1.5	.	5.1	-3.5	0.0	-25.3	Cc1cc(C)c(S(=O)(=O)N2CCCCC2)c(C)c1N(C)S(=O)(=O)c1ccccc1
-1.7	-4.3	-1.3	-2.1	-11.1	.	0.4	-1.1	2.0	3.9	COC(=O)c1cc(OC)c(OC)cc1NC(=O)c1ccc(Br)o1
-1.9	-0.7	-2.8	-4.9	2.3	-0.8	-12.9	7.7	-0.3	5.8	COC(=O)c1cc(S(=O)(=O)NCC2CCN(Cc3ccc(C)cc3)CC2)cn1C
-1.7	-3.5	1.2	5.0	2.3	-1.9	3.4	6.0	-1.3	4.0	Cc1ccc(C(=O)COC(=O)CNC(=O)Cc2ccccc2)cc1
-2.9	1.0	-0.4	3.1	6.6	2.2	-0.5	6.5	3.5	9.1	CS(=O)(=O)N1CCN(C(=O)CSc2ccccc2)CC1
-2.1	22.2	22.6*	7.3	4.1	6.1	15.8	1.4	3.5	20.1	O=C(N/N=C/c1ccc2c(c1)OCO2)c1ccc(NC(=O)c2ccccc2Cl)cc1
-0.3	4.3	-5.6	-5.5	2.9	-0.8	-1.5	-0.6	-1.1	1.8	O=C1N(c2ccccc2)C(c2ccccc2)C12CCCCC2 (stereo unspecified)
-1.0	23.0	3.6	-1.9	-2.7	.	-0.4	-1.0	-2.0	?	N/C(Cc1cccs1)=N\OC(=O)COc1ccc(Cl)cc1Cl
-3.3	4.5	-7.5	2.4	-11.9	0.0	9.3	2.0	1.9	-2.4	Cc1cccc(NC(=O)C2CCN(S(=O)(=O)c3c(C)c(C)cc(C)c3C)CC2)n1
-1.6	1.6	-3.2	-0.1	-3.5	-0.9	-7.1	-2.1	-1.2	4.9	CCN1C(=O)[C@H]2[C@@H](c3ccc(-c4ccccc4)cc3)N[C@@](CC(C)C)(C(=O)OC)[C@H]2C1=O
-1.2	1.4	0.6	-0.1	-0.3	-5.5	2.3	4.1	1.2	4.2	COc1ccc(C2SCC(=O)N2c2c(C)n(C)n(-c3ccccc3)c2=O)c(OC)c1 (stereo unspecified)
-0.2	-4.6	-2.4	-1.5	3.7	1.0	-3.3	-1.9	2.1	10.5	ONC(=Nc1ccccc1)C(=Nc1ccccc1)NO
-0.9	2.4	3.8	-0.1	11.1	1.2	-4.2	9.4	0.6	10.6	Cc1nc(SCC(=O)N2CCCC2=O)nc(C)c1C

# From PubChem
